IL-1B inflam inh = inflammasome signaling inhibition, IL-1 beta readout; AID 743279; THP-1 LPS/ATP IL-1B secretion, AlphaLISA, 16 h; hits give low values; hit rate 4.7% among 360,000; activity change, % at 57.5 µM; in the data active = activity change below about -50%; inconclusive = mostly about -30% to -49%; also: % is scaled to controls: 0 for no effect and ±100 for the full control effect
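THP-1 cells pretreated 1 hr with compounds (up to 57.5 uM final), then stimulated with LPS (250 ng/mL final) plus ATP (1.25 mM final); secreted IL-1B measured by AlphaLISA after 16 hr, decreased signal indicating inhibition.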
SW480 rerep = DNA re-replication induction in SW480 cells | SW480 DNA re-replication, Hoechst DNA content imaging, 48 h | AID 624297 | hit rate 1.8% among 340,000 | Potency, µM (titrated, usually from 46.1 µM), inactives show top-dose re-replication activation, usual class: activators; also: potency is read from the fitted curve at half-maximal effect; % of control where 0% means no effect; nearly all actives have a fitted effect of over 55% in size
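DNA re-replication was detected as more nuclei of elevated Hoechst intensity after 48 hr exposure to compound (23 nL pinned per well of 250 cells).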
MCF10A rerep = inducers of DNA re-replication in MCF 10A breast cells; MCF 10A DNA re-replication, Hoechst nuclear intensity, 48 h; Potency, µM (highest dose often 46.1 µM), for the others: at the top dose activity, positive = re-replication, most hits filed as activators; hit rate 2.9% among 350,000; also: potency is read from the fitted curve at half-maximal effect; % of control where 0% means no effect; nearly all actives have a fitted effect of over 50% in size
HT1080-NT tox = kills 2HG-producing HT-1080-NT fibrosarcoma cells; Potency, µM (doses to about 46.1 µM), for inactives: top-dose activity, negative = less viability, most hits filed as cytotoxic; hit rate 1.6% among 360,000; HT-1080-NT fibrosarcoma viability, CellTiter-Glo ATP luminescence, 48 h; AID 686970;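 also: NT is the 2HG producing partner of a matched IDH1 knockdown line; potency is read from the fitted curve at half-maximal effect; 0% = DMSO-treated cells and -100% = media-only wells without cells; nearly all actives have a fitted effect of over 55% in size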
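Toxicity toward the 2HG-producing NT line was scored as %Activity, normalised to DMSO and no-cell wells, from CellTiter-Glo luminescence after 48 hours' treatment.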
HEK293 tox = cytotoxicity in counter-screen for GLP-1R inverse agonists | HEK293 cAMP-luciferase reporter cells, luminescence, 24 h | Potency, µM (doses to about 38.3 µM), for the others: at the highest dose activity change, negative = inhibition, usual class: inhibitors | hit rate 0.13% among 410,000 | AID 624418;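 also: loss of luciferase light is scored as toxicity; potency is read from the fitted curve at half-maximal effect; % is scaled to controls: 0 for no effect and ±100 for the full control effect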
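MLSMR compounds, 24 hr on cells at 37 deg C/5% CO2; luminescence after luciferase reagent (12 min RT). Inhibition counted as the undesired cytotoxic outcome.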
KB-V1 MDR tox = kills drug-selected multidrug resistant KB-V1 cells; KB-V1 MDR cells viability, CellTiter-Glo, 72 h; Potency, µM (doses to about 46.1 µM), inactives show at the top dose activity change, negative = cytotoxicity, usual class: cytotoxic; hit rate 3.4% among 400,000; also: potency is read from the fitted curve at half-maximal effect; % is scaled to controls: 0 for no effect and ±100 for the full control effect; nearly all actives have a fitted effect of over 60% in size
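Readout: CellTiter-Glo luminescence, 10 min after addition. Cells: KB-V1 MDR subline, 72 h at 37 degrees C with compound. Analysis: corrected, normalized data fitted to concentration-effect curves.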
DRD3 agonist = agonists of human D3 dopamine receptor; P35462; D3R DiscoveRx beta-arrestin cells, luminescence, 90 min; max activation, %; hit rate 0.58% among 410,000; AID 652048; in the data active = max activation above about 30%; also: 0% is about no effect; mostly tested at two doses, the higher about 12 µM
Target sequence (P35462 whole entry, looked up): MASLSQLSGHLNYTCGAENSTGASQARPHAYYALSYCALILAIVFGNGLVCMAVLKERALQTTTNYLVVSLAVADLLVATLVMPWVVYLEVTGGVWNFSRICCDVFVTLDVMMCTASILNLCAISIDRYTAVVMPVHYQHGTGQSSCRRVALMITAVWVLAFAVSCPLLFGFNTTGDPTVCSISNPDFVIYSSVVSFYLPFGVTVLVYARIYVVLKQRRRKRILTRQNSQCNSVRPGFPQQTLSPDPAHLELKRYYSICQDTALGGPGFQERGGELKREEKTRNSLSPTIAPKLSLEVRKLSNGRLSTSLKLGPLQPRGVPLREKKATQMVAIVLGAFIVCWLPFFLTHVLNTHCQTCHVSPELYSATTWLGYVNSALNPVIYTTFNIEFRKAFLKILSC
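Cells at 1500/well, incubated overnight, then treated with pinned compounds (dopamine as control) for 90 min at 37 degrees C. DiscoveRx reagent added for 30 - 60 minutes at room temperature; luminescence read.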
KB-3-1 tox = KB-3-1 parental cell cytotoxicity. KB-3-1 viability, CellTiter-Glo ATP luminescence, 72 h. hit rate 1.4% among 400,000. Potency, µM (series often up to 46.1 µM), for inactives: at the top dose activity change, negative = cytotoxic, usual class: cytotoxic; also: potency is read from the fitted curve at half-maximal effect; % is scaled to controls: 0 for no effect and ±100 for the full control effect; nearly all actives have a fitted effect of over 60% in size
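Cytotoxicity in the drug-sensitive parental line KB-3-1 was scored as loss of CellTiter-Glo luminescence following 72 h incubation with compound. Values come from curve fitting of normalized concentration-response data.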
HT1080 IDH1KD tx = kills HT-1080 cells with IDH1 knockdown; HT-1080 IDH1 knockdown viability, ATP luminescence, 48 h; Potency, µM (top dose mostly 46.1 µM), for the others: at the top dose activity, negative = toxicity, usual class: cytotoxic; hit rate 2% among 360,000; AID 686971;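 also: potency is read from the fitted curve at half-maximal effect; 0% = DMSO wells and -100% = cell-free medium wells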
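Luminescent ATP read-out (CellTiter-Glo, 10 min at room temperature) after 48 h compound exposure at 37 °C gave viability of IDH1-knockdown HT-1080 cells. Activity was normalised to DMSO and cell-free wells, then fitted as concentration-response curves.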
* marks the source's active call; other numbers are inactive results; i = inactive; ? = inconclusive; . = not tested or not shown; & = joins results of further samples; [ ] = another dose, or the depositor's remark. Unless noted, calls follow the shape of the dose curve; as a rule, active = well fitted curve in the direction sought with a large enough effect; inconclusive = small, poorly fitted or top-dose-only effect, or another doubt; inactive = no such curve, though single readings can be large; an effect the other way counts as inactive or inconclusive. Rows were taken by chance. Share with any hit: about 11%.

SMILES	IL-1B inflam inh	SW480 rerep	MCF10A rerep	HT1080-NT tox	HEK293 tox	KB-V1 MDR tox	DRD3 agonist	KB-3-1 tox	HT1080 IDH1KD tx
Cc1cc(C)n(-c2nc3c(c(=O)[nH]c(=O)n3C)n2Cc2cccc(Br)c2)n1	-14.3	-0.2%	1.8%	-11.8%	4.7%	?	8.5	-2.8%	-13.9%
CCc1ccc(N(CC(=O)O)S(=O)(=O)c2c(C)noc2C)cc1	38.4	0.0%	?	-7.7%	-4.0%	-1.2%	6.5	7.8%	2.3%
CCOc1ccc(S(=O)(=O)N2CN3CCN(C3)C2)cc1	17.7	-4.8%	3.0%	9.7%	9.3%	15.5%	4.1	1.7%	9.7%
NC(=O)C1CCN(C(=O)CCn2c(=O)oc3ccccc32)CC1	14.2	-6.9%	10.8%	6.2%	1.5%	?	-0.3	0.1%	0.5%
COc1ccc(S(=O)(=O)N2CCCN(CC(=O)C(C)(C)C)CC2)cc1	13.8	8.1%	0.8%	7.1%	-10.6%	-6.5%	-0.1	4.6%	6.2%
CCOC(=O)c1cc2c(ccn2-c2ccc(F)cc2)n1CC(=O)N1CCN(C(=O)c2ccco2)CC1	0.0	-1.1%[9.22 µM]	-1.6%	-2.8%	2.3%	?	1.3	11.7%	-7.6%
COC(=O)Cn1cnc2scc(-c3ccc(C)c(C)c3)c2c1=O	1.7	4.3%	1.6%	-5.2%	-6.9%	1.6%	4.7	15.5%	-12.6%
CCOc1ccc(C(O)C(CN2CCOCC2)c2ccccc2)cc1 (configuration not stated)	4.2	3.0%	3.9%	0.5%	-10.2%	4.1%	5.6	22.7%	-1.1%
C[C@H](NC(=O)c1ncn2c1C(=O)N(C)CC2)C(=O)OC(C)(C)C	-1.3	.	.	-9.4%	5.6%	-16.7%	-8.3	0.0%	0.3%
Cc1cc(OC(C)C(=O)NCCCN2CCOCC2)c2c(C)c(C)c(=O)oc2c1 (configuration not stated)	-1.4	1.0%	-1.4%	4.1%	2.6%	6.3%	-11.8	-3.5%	0.9%
Cc1oc(-c2ccc(C(=O)NCCC(C)C)cc2)nc1CS(=O)(=O)c1ccccc1	.	.	.	.	1.4%	?	-23.2	-12.6%	.
CN(C)N=Nc1ccc(S(=O)(=O)NC(Cc2ccccc2)C(=O)O)cc1 (configuration not stated)	9.2	?	10.3%	17.5%	15.5%	-8.5%	4.9	-3.8%	12.1%
CN(C)c1ccnc2sc3c(NCC(O)CO)ncnc3c12 (configuration not stated)	-6.5	2.2%	6.2%	3.3%	1.7%	0.0%	3.2	10.9%	-0.1%
O=C1Nc2ccccc2-n2nnnc2C1N1CCN(c2ccc(C(F)(F)F)cn2)CC1 (configuration not stated)	20.5	.	.	13.5%	-10.3%	20.6µM*	7.1	?	6.7%
O=C(O)c1ccc(/C=N/NC(=O)c2cc(-c3ccc4c5c(cccc35)CC4)n[nH]2)cc1	-19.7	-0.7%	-3.9%	-20.7%	-9.3%	-15.4%	0.7	0.0%	-18.0%
O=C(Nc1ccc(O)c(-c2nc3ccccc3o2)c1)C1(c2ccccc2)CCCC1	-11.2	9.8%	-1.0%	11.1%	1.5%	?	-20.0	?	-3.2%
CC1=NN(C(=O)Cc2ccccc2)C(O)(c2ccccc2)C1 (configuration not stated)	12.2	?	?	2.5%	?	1.7%	-20.0	?	-3.7%
C(=N\c1nc2ccccc2[nH]1)/c1cccs1	1.0	-2.1%	2.7%	-2.8%	6.6%	-16.8%	-1.6	-4.9%	-1.8%
Cc1nnc2sc(SCC(=O)N3CCc4ccccc43)nn2c1=O	33.9	-21.9%	-1.3%	0.0%	0.9%	-9.9%	-11.6	17.3%	-0.3%
CC(C)CCNC(=O)c1cc(-c2ccncc2)nc2ccc(S(=O)(=O)N3CCOCC3)cc12	12.4	0.6%&0.2%	0.2%&26.0%	-5.7%	8.7%	?	5.3	-0.1%	5.5%
CC(=O)c1sc(NC(=O)CCN2C(=O)c3ccccc3C2=O)nc1C	8.7	1.8%	-1.5%	3.6%	0.4%	9.0%	0.5	5.0%	2.7%
CC(=O)NCCOc1cccc(OCCNC(C)=O)c1	12.4	-14.8%	1.0%	18.1%	7.2%	-29.2%	1.7	-2.8%	2.1%
Cc1cc(C)nc(SCC(=O)Nc2nonc2N)n1	20.9	-15.8%	?	-2.2%	4.4%	0.0%	7.5	4.4%	-4.2%
COc1ccccc1N1CCN(CCCCN2C(=O)C3CCCN3C2=O)CC1 (configuration not stated)	-3.4	-4.1%	3.5%	0.4%	-2.2%	0.0%	-18.2	2.4%	24.3%
Cc1occc1C(=O)N/N=C/c1ccc(Br)s1	-18.2	-67.9%[inhibitor]	-44.4%[inhibitor]	-18.1%	-0.2%	-22.2%	-4.6	-4.3%	-5.9%
CCOC(=O)Cn1c(=O)c2c(nc3n2CCCCN3c2ccc(C)cc2)n(C)c1=O	30.6	-11.4%	10.0%	-4.3%	-1.5%	0.0%	-3.1	10.5%	-2.3%
Cc1nc(-c2ccc(F)cc2)c(CC(=O)N(C)CC(=O)Nc2ccccc2C(F)(F)F)s1	3.9	1.6%	-1.6%	-0.6%	-1.6%	?	-0.4	14.6%	3.2%
O=C(Nc1ccc(Cl)cc1)c1csc(COCCO)n1	27.2	.	.	4.9%	17.0%	0.8%	2.3	-2.4%	-14.5%
CCOc1ccc(NC(=O)CSc2ccccc2N)cc1	-9.0	1.4%	1.1%	-16.4%	0.8%	-14.1%	-2.9	-3.2%	?
Cc1cc(C(=O)CN2C(=O)C(=O)N(CCC3=CCCCC3)C2=O)c(C)n1C	-7.8	0.8%	17.4%	-4.3%	-26.2%	23.1µM*	-17.2	-8.8%	-2.3%
O=C(c1cc(Br)c(Br)s1)N1CCN(c2ccccn2)CC1	0.0	-1.6%	14.7%	-5.2%	9.6%	?	-6.8	1.9%	-17.4%
CC(=O)c1ccc(OCc2cc(C(=O)N(C)Cc3nc4c(C)cccc4[nH]3)no2)cc1	i	?	0.3%	1.1%	7.2%	?	2.2	?	0.8%
CCCCN(C)CCCNC(=O)c1cc(Nc2ccc(OC)c(OC)c2)nc2ccccc12	?	-3.6%	-5.9%	-22.8%	-23.4%	-9.0%	-7.1	-0.1%	-16.9%
CCC1CCC/C1=N\NC(=O)c1ccccc1Cl (configuration not stated)	.	-8.7%	?	14.7%	16.8%	-0.9%	14.1	0.1%	14.8%
O=C(CSc1ccccc1)Nc1ccccc1N1CCOCC1	21.5	6.0%	?	-14.0%	8.5%	-6.9%	1.3	0.7%	-5.0%
Cc1cccc(S(=O)(=O)NC(=O)C2(C)CCN2C(=O)Cc2cccs2)c1 (configuration not stated)	29.8	.	.	6.8%	-10.0%	4.0%	-1.6	0.0%	12.0%
O=C(CSCc1c(F)cccc1F)Nc1ccccc1	-0.3	-6.8%	-0.7%	16.8%	-1.0%	10.7%	-18.1	-5.4%	25.5%
O=C(NC1CCCC1)C(C1CC1)n1c(-c2ccncc2)nc2ccccc21 (configuration not stated)	12.2	.	.	18.4%	-1.6%	-14.5%	-1.8	7.1%	0.5%
CCc1ccccc1NC(=O)Cn1nc(C(F)(F)F)cc1C1CC1	5.3	-0.4%	-13.7%	4.2%	-5.1%	2.5%	4.7	-19.8%	-4.5%
COC(=O)c1cc(OC)c(OC)cc1N	-26.6	0.1%	-2.9%	10.4%	5.5%	17.9%	3.8	1.3%	4.5%
CC(=O)c1c(C)[nH]c(C(=O)OCC(=O)Nc2ccc([N+](=O)[O-])cc2Cl)c1C	19.2	0.1%	?	-0.2%	?	3.6%	6.9	4.1%	-10.7%

In a second layout: nine of the compounds above
SMILES,IL-1B inflam inh,SW480 rerep,MCF10A rerep,HT1080-NT tox,HEK293 tox,KB-V1 MDR tox,DRD3 agonist,KB-3-1 tox,HT1080 IDH1KD tx
CC(=O)c1ccc(OCc2cc(C(=O)N(C)Cc3nc4c(C)cccc4[nH]3)no2)cc1,i,?,0.3%,1.1%,7.2%,?,2.2,?,0.8%
CCCCN(C)CCCNC(=O)c1cc(Nc2ccc(OC)c(OC)c2)nc2ccccc12,?,-3.6%,-5.9%,-22.8%,-23.4%,-9.0%,-7.1,-0.1%,-16.9%
CCC1CCC/C1=N\NC(=O)c1ccccc1Cl (configuration not stated),.,-8.7%,?,14.7%,16.8%,-0.9%,14.1,0.1%,14.8%
O=C(CSc1ccccc1)Nc1ccccc1N1CCOCC1,21.5,6.0%,?,-14.0%,8.5%,-6.9%,1.3,0.7%,-5.0%
Cc1cccc(S(=O)(=O)NC(=O)C2(C)CCN2C(=O)Cc2cccs2)c1 (configuration not stated),29.8,.,.,6.8%,-10.0%,4.0%,-1.6,0.0%,12.0%
O=C(CSCc1c(F)cccc1F)Nc1ccccc1,-0.3,-6.8%,-0.7%,16.8%,-1.0%,10.7%,-18.1,-5.4%,25.5%
O=C(NC1CCCC1)C(C1CC1)n1c(-c2ccncc2)nc2ccccc21 (configuration not stated),12.2,.,.,18.4%,-1.6%,-14.5%,-1.8,7.1%,0.5%
CCc1ccccc1NC(=O)Cn1nc(C(F)(F)F)cc1C1CC1,5.3,-0.4%,-13.7%,4.2%,-5.1%,2.5%,4.7,-19.8%,-4.5%
COC(=O)c1cc(OC)c(OC)cc1N,-26.6,0.1%,-2.9%,10.4%,5.5%,17.9%,3.8,1.3%,4.5%

Screens deposited in PubChem BioAssay by National Center for Advancing Translational Sciences (NCATS).
